Screening data deposited in PubChem BioAssay by several laboratories.
CTSL1 counter: Fasciola hepatica cathepsin L1 inhibitors, primary screen, counter-screen for PFM18AAP inhibitor project, biochemical, QFRET, fluorogenic peptide substrate; recombinant F. hepatica cathepsin L1, Z-Leu-Arg-MCA fluorescence; AID 1906, 2009; inhibition, % at 5.96 µM; 300,000 compounds, 0.49% hits;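 active means inhibition above the mean of all tested compounds plus 3 SD, set per screening campaign, cut at about 17% in these data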;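 further: 0% = plate median of test compound wells and 100% = 1 µM Z-Phe-Ala-diazomethylketone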
VLA-4 inh: inhibition in human VLA-4 binding assay, primary screen, VLA-4 allosteric modulator project, MLPCN library, flow cytometry, VLA-4 expressing cells. ligand binding flow cytometry. inhibition, % (about 7 µM as worked out from the volumes in the protocol). 330,000 compounds, 0.2% hits; in the data active means inhibition above about 50%
proCasp3 act: activators of human procaspase-3 D3A mutant, primary screen, biochemical, absorbance, PC-3 D3A mutant, single concentration; recombinant procaspase-3 D3A, Ac-DEVD-pNA absorbance 405 nm; activation, % at 8.5 µM; 330,000 compounds, 0.11% hits; AID 463141, 2010;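 active means activation above the mean of all tested compounds plus 3 SD, cut at about 21% in these data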;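 further: 0% = DMSO alone and 100% = DMSO wells spiked with extra 5 µM PC-3 D3A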
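material = Procaspase-3 D3A mutant | probe or stimulus = Ac-DEVD-pNA | compound = single dose, 8.5 µM nominal compound, 0.8% DMSO | timing = 1 h preincubation, 2 h reaction | measured by = 405 nm absorbance of p-nitroaniline, reads at 0 and 120 min | benchmarks = DMSO-only low control, 5 µM PC-3 D3A high control | repeats = singlicate, each compound tested once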
JMJD2C inh: inhibitors of GASC-1 histone demethylase, primary screen, biochemical, fluorescence, DELFIA europium | Lysine-specific demethylase 4C (Homo sapiens), Q9H3R0 | GST-JMJD2C(1-420) H3K9me3 demethylation | inhibition, % at 2.35 µM | 330,000 compounds, 0.069% hits | AID 2099, 2009;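 active means more than half of a compound's replicate wells show inhibition beyond 50%, single wells judged on their own value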;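 further: signal counts dimethyl H3K9 product captured on neutravidin plate; 0% = median of DMSO wells and 100% = 0.3 times that DMSO median; strong numbers were not always called active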
Target sequence (Q9H3R0 1-420 limits assumed): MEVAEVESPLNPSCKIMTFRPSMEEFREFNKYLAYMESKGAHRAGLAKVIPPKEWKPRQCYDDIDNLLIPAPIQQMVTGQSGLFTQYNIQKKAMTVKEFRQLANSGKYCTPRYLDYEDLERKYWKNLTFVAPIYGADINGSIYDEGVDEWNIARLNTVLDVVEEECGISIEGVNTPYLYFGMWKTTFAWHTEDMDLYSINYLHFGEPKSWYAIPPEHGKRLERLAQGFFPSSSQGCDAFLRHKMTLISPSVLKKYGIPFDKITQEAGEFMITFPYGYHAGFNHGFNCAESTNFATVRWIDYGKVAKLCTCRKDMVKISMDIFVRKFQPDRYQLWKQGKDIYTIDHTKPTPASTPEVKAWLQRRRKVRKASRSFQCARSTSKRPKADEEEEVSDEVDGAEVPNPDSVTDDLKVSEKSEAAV
HCV core dimer: inhibitors of HCV core protein dimerization, primary screen, biochemical, TR-FRET, high-throughput; AID 1899, 2009; inhibition, % at 5 µM; TR-FRET GST/Flag-core106 dimerization, 1536-well; 300,000 compounds, 0.33% hits;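 active means inhibition above the mean of all tested compounds plus 3 SD, set per screening campaign, cut at about 45% in these data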
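Assay system: GST-tagged and Flag-tagged HCV core protein residues 1-106 / Times: compound-protein-antibody incubation 4 h at 22.5 °C / Signal: time-resolved FRET, ex 340 nm, em 617 and 671 nm / Evaluation: % inhibition based on acceptor/donor emission ratio / Benchmarks: wells lacking GST-core106 and wells with excess unlabelled core106 / Repeats: singlicate, one well per compound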
GRK2 inh: compounds blocking aptamer binding on GRK2 – biochemical, human GRK2, bead flow cytometry, HTS, primary screen | FAM-aptamer displacement from GRK2 | inhibition of aptamer binding, % at 10 µM | 330,000 compounds, 0.59% hits;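 active means inhibition of aptamer binding above 40%, roughly 3 SD of noise, on plates passing a quality check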;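 further: median bead fluorescence of bound FAM aptamer so fluorescent compounds give negative values; no value below 0 was filed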
PP1 counter: PP1-alpha phosphatase inhibitors, primary screen, counter-screen for PP5 inhibitor project, biochemical, fluorescence, OMFP substrate, single point; AID 2235, 2010; inhibition, % at 6.7 µM; purified PP1alpha; 320,000 compounds, 0.9% hits;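 active means inhibition above the mean inhibition of all tested compounds plus 3 SD, computed separately for each screening campaign, cut at about 15% in these data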
procasp7 counter: procaspase-7 activators, primary screen, counter-screen for procaspase-3 activator project, biochemical, absorbance, HTS, human; recombinant procaspase-7, Ac-DEVD-pNA absorbance 405 nm; D23A/D198A/D206A triple mutant, cannot self-cleave; scale: DMSO 0, 5 µM enzyme 100; activation, % at 8.5 µM; 330,000 compounds, 0.093% hits; Caspase-7 (Homo sapiens), P55210;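 active means percent activation above the screen-wide mean plus 3 SD, cut at about 25% in these data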
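Assay system: Uncleavable procaspase-7 mutant enzyme; Input: 2 µM procaspase-7 mutant as dispensed; Also added: DEVD-pNA substrate; Medium: Zinc-free HEPES pH 7.4 with 300 mM NaCl, 0.01% Triton X-100; Timing: 1 h compound preincubation, 2 h substrate cleavage, 25 °C; Measured by: Epi-absorbance of released pNA at 405 nm, two timepoints.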
PP5 primary: PP5 phosphatase inhibitors, primary screen, biochemical, fluorescence | 320,000 compounds, 0.18% hits | purified PP5c, OMFP substrate fluorescence | inhibition, % at 6.7 µM;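 active means inhibition above the campaign's mean inhibition across all tested compounds plus 3 SD, cut at about 9.5% in these data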;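 further: 0% = DMSO only and 100% = 100 µM cantharidin control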
Target sequence (P53041 whole entry, looked up): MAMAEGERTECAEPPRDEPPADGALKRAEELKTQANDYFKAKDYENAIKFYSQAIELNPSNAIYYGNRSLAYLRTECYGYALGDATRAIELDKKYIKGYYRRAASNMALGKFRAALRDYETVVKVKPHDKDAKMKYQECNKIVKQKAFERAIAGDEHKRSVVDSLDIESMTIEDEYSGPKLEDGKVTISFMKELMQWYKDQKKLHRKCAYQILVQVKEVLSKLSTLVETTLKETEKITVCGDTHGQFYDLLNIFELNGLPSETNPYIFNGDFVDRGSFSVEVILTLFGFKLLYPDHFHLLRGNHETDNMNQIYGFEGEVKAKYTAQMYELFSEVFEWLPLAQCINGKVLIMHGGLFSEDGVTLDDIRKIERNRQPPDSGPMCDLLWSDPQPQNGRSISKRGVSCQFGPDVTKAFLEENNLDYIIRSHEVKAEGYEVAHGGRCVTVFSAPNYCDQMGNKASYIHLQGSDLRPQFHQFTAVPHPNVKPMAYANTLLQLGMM
An asterisk follows results filed as active; / = not tested or not shown.

The line under a structure holds: JMJD2C inh	proCasp3 act	PP5 primary	CTSL1 counter	PP1 counter	VLA-4 inh	GRK2 inh	HCV core dimer	procasp7 counter
- CCCCOc1ccc(/C=c2\sc3ncnn3c2=O)cc1
    0	10	-0.8	-2	5	6	3	3	9
- Cc1ccccc1S(=O)(=O)Cc1ccc(C(=O)NC(C)c2ccc3c(c2)OCCO3)o1 (stereo not given)
    -6	7	2.1	2	-1	-22	1	5	5
- COc1ccc(OC)c(C(=O)COC(=O)CNC(=O)c2ccccc2)c1
    -7	-6	-2.1	6	0	6	18	-3	-1
- CC(C)Oc1ccc(C2CC(=O)N(c3ccc(N(C)C)cc3)C2=O)cc1 (stereo not given)
    0	5	2.3	4	1	6	2	1	1
- COCCCNC(=O)C1CCN(C(=O)c2cc3sccc3n2Cc2ccc(F)cc2)CC1
    -3	3	-0.8	-1	-2	-10	0	2	0
- CSCCC(NC(=O)COc1ccccc1)C(=O)N(C)CC(=O)Nc1c(C)cccc1C (stereo not given)
    0	1	-0.3	5	21*	4	2	-5	5
- O=C(C[n+]1cc(-c2ccc(Cl)cc2)n2c1CCC2)N1c2ccccc2Sc2ccccc21
    9	9	2.2	-2	3	12	0	-7	17
- COc1ccc(CC(=O)Nc2sccc2C#N)cc1S(=O)(=O)N1CCOCC1
    0	1	0.6	-1	-3	-1	4	0	4
- O=C(COC(=O)c1ccncc1)c1ccccc1
    10	6	0.0	1	-1	2	0	4	-3
- CC(Oc1ccc(Br)cc1)C(=O)N(C)CC(=O)Nc1ccc(N2CCOCC2)cc1 (stereo not given)
    2	-3	1.4	0	-4	2	0	3	19
- COc1ccccc1N1CCN(S(=O)(=O)/C=C/c2ccccc2)CC1
    -5	0	3.3	-1	-1	-1	0	7	20
- CC1CCCCN1C(=O)Cn1c(=O)n(CCC(=O)NCc2ccco2)c(=O)c2sccc21 (stereo not given)
    10	8	-0.5	7	0	0	1	3	-6
- CC1CCCC(NC(=O)CC2Nc3ccccc3NC2=O)C1C (stereo not given)
    -6	-3	0.3	-1	0	0	0	0	1
- CCN(CC)S(=O)(=O)c1cc(NC(=O)c2cccc(N3C(=O)CCC3=O)c2)ccc1Cl
    0	9	-1.4	0	-7	-10	0	4	-5
- CCN(CC)CCCN(Cc1cc2cc3c(cc2[nH]c1=O)OCO3)C(=S)Nc1ccccc1
    -2	-8	-5.1	11	-2	-3	0	4	-16
- O=C(/C=C/c1ccc(S(=O)(=O)N2CCOCC2)cc1)Nc1cc(F)ccc1F
    3	-6	/	/	/	-2	2	/	9
- Cc1ccc(NC(=O)c2cc(C(=O)Nc3ccc(C)cc3)n(C)n2)cc1
    6	-3	0.8	-3	4	0	1	6	2
- CCc1cc(C(=O)Nc2ccccc2N2CCOCC2)sc1C
    /	3	0.5	/	-2	1	3	/	12
- CCc1c(C#N)c(SCCC(=O)Nc2ccc(C)cc2)nc2c1C(=O)CC(C)(C)C2
    3	-7	-8.7	5	-1	-16	0	16	5
- Cc1ccc(C(=O)Nc2sc(C(=O)N(C)C)c(C)c2C#N)cc1
    -2	1	-1.2	1	-2	32	5	4	1

(cont.)
The line under a structure holds: JMJD2C inh	proCasp3 act	PP5 primary	CTSL1 counter	PP1 counter	VLA-4 inh	GRK2 inh	HCV core dimer	procasp7 counter
- CC(=O)Oc1ccc(/C(C)=N\N2CCN(Cc3ccc(Cl)cc3)CC2)cc1
    -12	7	0.2	-1	-2	1	1	13	-2
- NS(=O)(=O)c1ccc(Oc2ccc(S(N)(=O)=O)cc2)cc1
    8	-5	0.8	17*	-3	-6	0	-5	-5
- O=C1CN(C(=O)CC2c3ccccc3-c3ccccc32)CC(=O)N1
    25	2	-1.4	0	-2	-7	3	2	5
- CCOc1ccccc1-c1cc(-c2n[nH]c(=S)n2CC)c2ccccc2n1
    -2	-7	-2.3	4	-3	29	1	4	0
- COC(=O)C1C/C(=N\NS(=O)(=O)c2ccc(C)cc2)c2ccccc2C1 (stereo not given)
    1	-7	3.5	0	-3	-3	4	4	-1
- Cc1ccc(NC(=O)C2CCCN(S(=O)(=O)c3ccc4c(c3)oc(=O)n4C)C2)nc1 (stereo not given)
    -5	1	-2.7	1	2	41	0	-4	3
- CN(c1ccccc1)S(=O)(=O)c1ccc(Cl)c(C(=O)OCC(=O)NC2CCS(=O)(=O)C2)c1 (stereo not given)
    -11	3	3.8	-4	-2	19	0	1	7
- CCOC(=O)N1CCN(C(=O)COc2ccccc2Cl)CC1
    1	-3	0.0	-1	-1	4	0	2	-5
- CN(C)c1ccc(NS(=O)(=O)c2cc3c4c(c2)CC(=O)N4CCC3)cc1
    -26	-6	0.4	-2	1	1	4	4	-16
- CC1CC(C)(C)NC(=S)N1CCCC(=O)Nc1ccc2c(c1)OCCO2 (stereo not given)
    6	1	0.9	-3	-2	3	3	-3	1
- O=S(=O)(c1cccc(-c2csc(-c3cccnc3)n2)c1)N1CCOCC1
    2	5	1.2	-3	-1	6	0	-42	-3
- CCc1cc(C(c2ccncc2)N2CCN(C)CC2)c(NC(=O)c2ccccc2)s1 (stereo not given)
    7	3	4.8	1	-4	-7	2	6	-11
- Cc1cccc(-n2nnnc2SCC(=O)NC2CCCC2)c1
    8	3	/	/	/	5	1	/	10
- Cc1cccn2c(=O)c(/C=N/O)c(Nc3ccccc3F)nc12
    10	-5	0.1	0	-3	3	0	3	8
- S=c1[nH]nc(CN2CCCC2)n1Cc1ccccc1
    28	-5	0.3	0	-3	10	0	-1	-5
- CCOC(=O)c1ccccc1NC(=S)N1CCN(C2CCCCC2)CC1
    7	-12	9.3	-1	-4	0	0	-1	-15
- Cc1nc2[nH]c(=O)c3c(n2n1)NC1=C(C(=O)CC(C)(C)C1)C3c1ccccc1 (stereo not given)
    -10	11	1.2	-1	-3	5	2	1	10
- O=C(Nc1ccc(S(=O)(=O)C(F)F)cc1)c1cccc(S(=O)(=O)N2CCOCC2)c1
    -1	-4	0.0	2	-2	-3	0	2	-1
- CCOc1ccccc1Oc1cn[nH]c1-c1ccc(OC)cc1O
    22	3	7.2	4	2	20	3	4	5
- COCCCNC(=O)CSc1c2c(nc3ccc(Cl)cc13)CCCC2
    5	5	5.2	1	1	-7	4	1	6

The closing two records of the part above come first, to join the parts.
The line under a structure holds: JMJD2C inh	proCasp3 act	PP5 primary	CTSL1 counter	PP1 counter	VLA-4 inh	GRK2 inh	HCV core dimer	procasp7 counter
- CCOc1ccccc1Oc1cn[nH]c1-c1ccc(OC)cc1O
    22	3	7.2	4	2	20	3	4	5
- COCCCNC(=O)CSc1c2c(nc3ccc(Cl)cc13)CCCC2
    5	5	5.2	1	1	-7	4	1	6
- Cc1ccc(/C=C/C(=O)c2ccc(C)cc2)cc1
    -12	-2	2.4	2	-1	19	0	0	6
- COc1ccc(S(=O)(=O)NC(C(C)C)C(C)C)cc1OC
    -7	10	2.6	-1	1	1	0	-6	-5
- Cc1c(C(=O)NC2CCOC2)oc2c(F)cccc12 (stereo not given)
    14	-2	3.0	1	-3	-6	0	-15	-4
- COc1ccc(C(=O)C(CO)Oc2ccccc2OC)cc1OC (stereo not given)
    1	3	-0.5	2	0	30	0	2	6
- COc1ccccc1NC(=O)C1CCCN(c2ncnc3c2nc2n3CCCCC2)C1 (stereo not given)
    -5	-1	1.6	-1	1	6	0	1	9
- CCOC(=O)C1CCN(CCC(=O)Nc2ccccc2)CC1
    0	4	2.3	0	1	-33	0	-6	9
- O=C(CCl)N1CCN(CC(=O)N2CCCC2)CC1
    -19	-1	1.1	5	2	2	0	4	1
- C=C1CCN([C@@H](Cc2ccccc2)C(=O)NCc2ccccc2)S(=O)(=O)c2ccccc21
    -24	1	1.3	0	0	-9	1	14	-8
- Cc1c(NC(=O)COC(=O)c2cc3c4ccccc4n(C)c3s2)c(=O)n(-c2ccccc2)n1C
    13	-1	1.8	8	9	7	0	17	11
- COc1ccc(-c2nnc(SCc3ccccn3)n2C)cc1
    -2	4	1.7	-1	-2	7	1	-2	9
- O=C(N/N=C/c1ccccc1)C(=O)N/N=C/c1ccccc1
    -1	8	-0.3	1	3	4	4	-2	8
- Cc1ccc2[nH]c(=O)c(CN(C(=O)c3cccc([N+](=O)[O-])c3)C(C)C)cc2c1
    -3	-3	-1.8	0	-5	-2	0	6	7
- O=C(COC(=O)c1cc(Cl)nc(Cl)c1)NCCc1ccc(F)cc1
    3	8	/	/	/	-7	0	/	0
- CCn1ccnc1CN(C)C(=O)c1cc(COc2c(F)cccc2F)on1
    -2	8	3.0	-1	6	3	0	-19	0
- COc1ccc(NC(=O)C2CCC(CNS(=O)(=O)c3cccs3)CC2)cc1 (stereo not given)
    -15	0	-0.6	-2	1	-10	2	-1	0
- Cc1cc(=O)oc2c(C)c(OC(C)C(=O)NCCCn3ccnc3)ccc12 (stereo not given)
    9	-1	-0.1	-2	-6	1	0	1	4
